# OPRM1-OPRD1 ag: agonists of OPRM1-OPRD1 heterodimerization, primary screen, cell-based, luminescence. Mu-type opioid receptor (Homo sapiens) + Delta-type opioid receptor (Homo sapiens), …. cells. activation, % at 9.3 µM. 340,000 compounds, 0.3% hits; in the data active = activation above about 18%;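 note: 0% = vehicle-treated cells and 100% = reference agonist; values of inactives mirror those of a sister screen read the other way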
# Target sequence (P35372 whole entry, looked up): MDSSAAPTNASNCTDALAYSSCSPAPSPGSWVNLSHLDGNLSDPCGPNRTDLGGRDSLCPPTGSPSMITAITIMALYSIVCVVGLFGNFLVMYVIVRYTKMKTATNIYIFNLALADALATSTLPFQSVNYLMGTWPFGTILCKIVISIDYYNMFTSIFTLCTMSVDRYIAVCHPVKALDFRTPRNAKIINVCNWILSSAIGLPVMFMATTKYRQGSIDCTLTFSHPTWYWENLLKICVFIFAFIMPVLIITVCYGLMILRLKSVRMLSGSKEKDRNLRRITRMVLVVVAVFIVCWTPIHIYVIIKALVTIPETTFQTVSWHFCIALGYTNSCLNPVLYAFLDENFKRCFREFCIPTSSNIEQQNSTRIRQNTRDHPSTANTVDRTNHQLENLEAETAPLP
# Target sequence (P41143 whole entry, looked up): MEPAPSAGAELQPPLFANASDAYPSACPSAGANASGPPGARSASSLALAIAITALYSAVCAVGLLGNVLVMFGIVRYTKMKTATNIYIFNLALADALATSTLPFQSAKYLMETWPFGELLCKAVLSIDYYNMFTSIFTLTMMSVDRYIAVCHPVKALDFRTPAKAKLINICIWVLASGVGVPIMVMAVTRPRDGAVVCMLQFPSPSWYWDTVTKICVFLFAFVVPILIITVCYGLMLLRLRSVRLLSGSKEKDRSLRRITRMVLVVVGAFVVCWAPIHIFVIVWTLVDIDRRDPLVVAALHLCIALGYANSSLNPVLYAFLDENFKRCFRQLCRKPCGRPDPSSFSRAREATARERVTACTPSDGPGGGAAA
# DSG3 Ab inh: inhibitors of pemphigus antibody binding to DSG3, primary screen, biochemical, bead-based, flow cytometry, scFv-GFP. DSG3-coupled beads, scFv-anti-DSG3-GFP binding; stronger effect = lower value. 310,000 compounds, 0.48% hits. binding (percent of control), % at 10 µM. Desmoglein-3 (Homo sapiens), P32926;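 active = binding more than 3 SD below its plate's average and above zero; inconclusive = below that plate limit but binding exactly zero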; note: some compounds called inactive have numbers as strong as hits
# Arrestin-AP2 inh: inhibitors of beta-arrestin/AP2 binding, primary screen, biochemical, GPCR trafficking, flow cytometry; beta-arrestin 1 C-terminal peptide binding to AP2 beta2-adaptin appendage (human); FITC-arrestin peptide / GST-AP2 beads; AP2 beta2 appendage carries R879A mutation; inhibition, % at 10 µM; 340,000 compounds, 0.31% hits; AID 504490, 2011;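 active = inhibition above a set limit, near 3 SD of compounds lacking own fluorescence, cut at about 54% in these data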;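 note: plate controls were DMSO wells for no effect and 5 µM unlabelled arrestin peptide for full effect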
#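 test system = AP2 appendage R879A on GSH beads | buffer or medium = PBS plus Tween 20 (0.05%) and BSA (0.1%) | incubation = 12 min plus 1 h, RT | detection = bead flow cytometry, FITC channel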
# RTF Ca sens act: cardiac RTF calcium sensitivity activators, primary screen, biochemical, IANBD-TnC fluorescence, EC20 calcium | 340,000 compounds, 0.24% hits | IANBD-labeled TnC RTF fluorescence at EC20 calcium; 0% EC20 calcium, 100% full calcium | AID 493008, 2010 | Troponin I, cardiac muscle (Homo sapiens) + Troponin T, cardiac muscle (Homo sapiens) + … | activation, % at 7.2 µM;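 active = activation above the mean over all tested compounds plus 3 SD, cut at about 30% in these data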;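 note: rise in fluorescence read as greater calcium sensitivity of cardiac thin filaments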
# Cardiac RTF inh: cardiac RTF calcium sensitivity inhibitors, primary screen, biochemical, IANBD-TnC fluorescence, EC70 calcium; Troponin I, cardiac muscle (Homo sapiens) + Troponin T, cardiac muscle (Homo sapiens) + …; 340,000 compounds, 0.12% hits; IANBD-labeled cardiac RTF, Ca2+ fluorescence; inhibition, % at 7.15 µM; AID 493244, 2011;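 active = inhibition above the mean inhibition of all tested compounds plus 3 SD, cut at about 17% in these data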;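 note: assay run at fixed EC70 calcium of 1.6 mM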
# OPRM1-OPRD1 inv: inverse agonists of MOR-DOR heterodimerization, primary screen, cell-based, luminescence; Mu-type opioid receptor (Homo sapiens) + Delta-type opioid receptor (Homo sapiens), …; cell-based MOR-DOR heterodimer luminescence, inverse agonism; inhibition, % at 9.3 µM; 340,000 compounds, 0.21% hits; in the data active = inhibition above about 22%, passing the limit was not always enough;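 note: 0% = cells with DMSO and 100% = wells without cells with DMSO; values of inactives mirror those of a sister screen read the other way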
# V-ATPase pHluor: regulators of yeast V-ATPase proton pumping, primary screen, pHLuorin cytosolic pH fluorescence | S. cerevisiae | response, % at 10 µM | 350,000 compounds, 0.37% hits; in the data active = response mostly above about 7.3%, no sharp cut-off; inactive = mostly below about 5.4%; note: actives read high; inactives centre near 0; some compounds called inactive have numbers as strong as hits; reference of the scale not given here
# Wnt act: Wnt/beta-catenin pathway activators, primary screen, cell-based, plate reader, single point. AID 743398, 2014. activation, % at 9.35 µM. Wnt/beta-catenin reporter cell assay, activator. 300,000 compounds, 1.2% hits; in the data active = activation above about 30%, passing the limit was not always enough; inconclusive = no clear call, values can overlap the other calls;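 note: 0% = neutral control wells and 100% = positive control wells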
# Keap1 Nrf2 FP: Keap1-Nrf2 protein-protein interaction inhibitors, primary screen, biochemical, fluorescence polarization, single point; Keap1 Kelch-Nrf2 peptide fluorescence polarization, 1536-well; AID 504523, 2011; 340,000 compounds, 0.15% hits; Kelch-like ECH-associated protein 1 (Homo sapiens), Q14145; inhibition, % at 9.4 µM; in the data active = inhibition above about 12%; inconclusive = no clear call, values can overlap the other calls; inactive = below about 7.3%;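 note: human Keap1 Kelch domain with fluorescein labeled Nrf2 9mer peptide probe; 0% = neutral control wells and 100% = peptide positive control; higher means more block of Keap1 binding to Nrf2 peptide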
# C-LANA FP: inhibitors of KSHV C-LANA binding to DNA, primary screen, biochemical, fluorescence polarization, FAM-LBS DNA, MBP-C-LANA, single point; Kaposi's sarcoma herpesvirus LANA C-terminal domain (residues 932-1162) DNA binding; inhibition, % at 9 µM; 340,000 compounds, 0.078% hits; AID 504423, 2011;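 active = highest replicate inhibition at or above 60% at 9 µM, even if other replicates fall short; inactive = all replicates below 60% inhibition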;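 note: 0% = neutral control wells and 100% = 4 µM acridine orange control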
# Starred values were filed as active, the others as inactive; i = inactive; ? = inconclusive; . = not tested or not shown.
SMILES,OPRM1-OPRD1 ag,DSG3 Ab inh,Arrestin-AP2 inh,RTF Ca sens act,Cardiac RTF inh,OPRM1-OPRD1 inv,V-ATPase pHluor,Wnt act,Keap1 Nrf2 FP,C-LANA FP
CC(C)CN1CCC(=O)N([C@H](CSc2ccccc2)Cc2ccccc2)CC1,6.7,101,23,-1,0,-38,-4,-1,-2,2.1
N#Cc1ccc(-c2ccc(F)cc2)nc1Sc1ccccc1,1.5,89,-9,3,-8,-8,-3,.,-1,0.4
COc1ccc(-c2cc(C(=O)Nc3ccc(C(N)=O)cc3)c3ccccc3n2)cc1,1.2,107,20,4,-6,-6,-6,14,1,1.5
C/C(=N\NC(=O)Cc1ccccc1[N+](=O)[O-])c1cccnc1,1.0,104,1,-4,-3,-7,3,-7,-4,-1.3
CC(=O)c1cccc(S(=O)(=O)NC2CCSc3ccccc32)c1 (centres undefined),3.8,112,4,1,-6,-32,0,0,-8,-1.3
O=C(COC(=O)CCC(=O)c1ccc(F)cc1)NCc1ccccc1Cl,-2.5,131,6,-1,5,13,-1,0,-2,4.4
CC(=O)c1cc(F)c(N2CCN(CCC#N)CC2)cc1C,-2.4,103,1,-3,1,14,-1,.,-1,-0.8
CCOc1cc(/C=N/NC(=O)c2ccccc2OCc2ccc(F)cc2)ccc1O,-3.2,.,0,1,-7,12,10,0,-8,0.0
CCC(O)C1CCN(C(=O)c2cc(COc3ccc(F)cc3F)on2)CC1 (centres undefined),-3.1,97,-22,-5,2,16,2,-1,3,1.3
CCC(=O)N1CCn2c1nc1ccccc12,.,101,-1,-6,-5,.,-2,1,0,-0.9
CCn1nnc(NC(=O)c2ccc(Br)o2)n1,-2.7,103,-3,-6,-7,14,-1,0,3,0.8
Cc1occc1-c1nnc(SCC(=O)c2ccc(F)cc2)o1,-1.0,109,1,3,-6,4,3,24,2,-0.8
CCN1CCN(CCNC(=O)CCc2c(C)c3c(C)nn(-c4ccccc4)c3n(C)c2=O)CC1,-2.4,.,27,1,-7,13,-4,.,-1,-0.9
CNC(=S)Nc1ccc(C)c(NC(=S)NC)c1,-1.3,.,0,-5,3,6,-1,-2,.,.
COc1ccc(NC(=O)Nc2cnccn2)c(OC)c1,2.6,108,-6,0,8,-10,0,0,3,-0.8
C/C(=N/Nc1nc(C)c(C)s1)c1cccc([N+](=O)[O-])c1,-1.8,109,6,-9,9,8,2,5,-3,-0.1
CC(NC(=O)COC(=O)COc1cccc2c1OC(C)(C)C2)c1ccccc1 (centres undefined),-2.5,.,0,-4,-5,13,4,1,4,-0.7
CN(C)C(CNC(=O)c1cnc(Cl)c(Cl)c1)c1ccccc1 (centres undefined),353*,106,-9,1,-7,i,-2,-1,2,0.5
CCC(=O)Nc1ccc(C(=O)COC(=O)CCN2C(=O)C3CC=CCC3C2=O)cc1 (centres undefined),-1.4,101,23,-6,0,9,2,-1,2,-0.9
CCCCCCn1c(SCCN2CCOCC2)nc2c1c(=O)[nH]c(=O)n2C,-1.5,.,-12,1,-10,8,-1,-6,-1,0.2

# Sorted by the number under Arrestin-AP2 inh (lowest first): some entries from above.
SMILES,OPRM1-OPRD1 ag,DSG3 Ab inh,Arrestin-AP2 inh,RTF Ca sens act,Cardiac RTF inh,OPRM1-OPRD1 inv,V-ATPase pHluor,Wnt act,Keap1 Nrf2 FP,C-LANA FP
CCC(O)C1CCN(C(=O)c2cc(COc3ccc(F)cc3F)on2)CC1 (centres undefined),-3.1,97,-22,-5,2,16,2,-1,3,1.3
Cc1occc1-c1nnc(SCC(=O)c2ccc(F)cc2)o1,-1.0,109,1,3,-6,4,3,24,2,-0.8
C/C(=N/Nc1nc(C)c(C)s1)c1cccc([N+](=O)[O-])c1,-1.8,109,6,-9,9,8,2,5,-3,-0.1

# More records
SMILES,OPRM1-OPRD1 ag,DSG3 Ab inh,Arrestin-AP2 inh,RTF Ca sens act,Cardiac RTF inh,OPRM1-OPRD1 inv,V-ATPase pHluor,Wnt act,Keap1 Nrf2 FP,C-LANA FP
COC(C[C@H](O)CC(=O)COCc1ccccc1)OC,-2.0,102,30,-4,-9,12,-4,-1,0,1.2
O=C(CSC(=S)N1CCOCC1)Nc1nc(-c2ccccc2)c(-c2ccccc2)o1,2.5,.,-2,2,-3,-13,3,0,-4,-0.4
Cc1ccccc1C(=O)NC(=S)Nc1ccc(S(=O)(=O)N2CCN(C)CC2)cc1,-3.3,108,6,3,-8,15,1,.,-4,0.0
Cc1cccc(CN2C(=O)/C(=C\c3ccc(C(=O)NCCN4CCOCC4)cc3)Sc3ccccc32)c1,-0.4,.,19,-8,3,2,-3,.,-2,0.8
CC(C)(C)NC(=O)CCCSc1nc2ccccc2s1,-3.5,.,10,8,0,16,2,8,-3,-2.6
Cc1cc(C)c(S(=O)(=O)N2CCN(C(=O)N3CCOCC3)CC2)c(C)c1,-3.6,118,-4,-9,-7,17,4,0,-1,1.2
Cc1noc(C)c1S(=O)(=O)N1CCC(C(=O)N2CCC(C)CC2)CC1,-0.7,80,7,-2,-1,4,-6,8,-4,1.1
c1ccc(COCCCn2cc(-c3ccccc3)nn2)cc1,1.1,108,32,7,-10,-6,10*,0,0,-1.5
O=C(Nc1ccc(F)cc1)Nc1cccc(Br)c1,.,109,36,.,.,.,1,2,.,.
COc1ccc(CCNC(=O)c2ccc(N(C)S(=O)(=O)c3ccc(C)cc3)cc2)cc1OC,1.6,95,-4,7,-9,-8,4,-3,-2,1.5
Cc1cccc(OCCSc2nnc(-c3ccoc3C)n2C)c1,-1.9,103,-5,-4,-1,9,0,.,3,-0.7
c1ccc(OCc2nc3ccccc3s2)cc1,-0.3,98,-13,-1,3,1,0,.,0,0.8
CCOC(=O)C1CCN(C(=O)c2ccc(N3CCOCC3)c([N+](=O)[O-])c2)CC1,0.4,97,64*,-3,-3,-2,-3,1,?,-0.2
CCOC(=O)C1(Cc2cccc(Cl)c2)CCCN(C(=O)CCSC)C1 (centres undefined),-3.9,103,10,-4,6,20,0,1,-7,1.8
CC(C)(C)C(=O)O/N=C1\CCS(=O)(=O)c2sccc21,-3.0,94,8,-6,-4,15,-2,2,0,-3.0
COC(=O)[C@@]12CCCN1[C@H](c1ccc(-c3ccc4c(c3)OCO4)cc1)[C@H]1C(=O)N(C)C(=O)[C@H]12,-2.4,102,0,3,3,14,2,11,-4,0.2
O=C(O)C1CCCCN1S(=O)(=O)c1ccc2ccccc2c1 (centres undefined),-1.3,97,6,3,-3,6,-1,.,-1,-1.9
C=CCOC(=O)C1=C(C)N=C2SCCC(=O)N2C1c1cccs1 (centres undefined),0.7,.,4,-5,-7,-3,-1,-2,-2,1.0
Cc1nc2c(-c3ccccc3)c(C)nn2c(C)c1CCC(=O)O,-1.8,97,-1,-5,-4,9,-2,0,-4,-0.9
CC(=O)N1N=C(c2ccncc2)OC12CCCC2,-1.6,102,-16,-5,0,9,0,.,4,-2.5
COc1cc(C(c2c(O)nc(SC)[nH]c2=O)c2c(O)nc(SC)[nH]c2=O)cc(OC)c1OC,-2.4,99,12,2,-5,11,-2,0,1,-1.4
O=C(N/N=C/c1ccc2c(c1)OCO2)c1cccnc1,-1.8,109,17,-1,-27,9,6,6,-1,-1.3
O=S(=O)(c1ccc(Cl)cc1)N1CCN(c2ccccn2)CC1,0.2,113,1,4,1,-1,1,-3,1,-0.7
Cc1ccc(S(=O)(=O)N2CCN(C(=O)c3cccs3)CC2)c(C)c1,.,100,3,.,.,.,1,-1,2,1.5
COc1ccc(OC)c(CNc2ccc3c(c2)nc(C)n3C)c1,-2.6,105,6,1,-12,13,7,1,-6,-1.4
O=S(=O)(Nc1nc2ccccc2nc1NCc1ccco1)c1ccc(Cl)cc1,0.0,98,2,3,-9,0,-3,.,-2,3.4
O=C(Nc1ccc(Cl)cn1)c1cccc(OCc2ccccc2)c1,0.7,110,0,-5,-4,-3,0,2,0,-2.0
COc1ccccc1NC(=O)C1=C(C)Nc2nnnn2C1c1ccccn1 (centres undefined),-2.4,96,5,-1,0,13,0,1,-1,0.8
CCc1nnc(SCc2cn3c(C)cc(C)nc3n2)n1N,-1.2,97,-2,-7,-29,7,0,5,-3,-1.5
COC(=O)c1nc(-c2ccccc2)n[nH]1,-2.6,95,1,5,-5,11,-1,.,0,3.0
COc1ccc(OC)c(S(=O)(=O)N2CCCC(C(=O)N3CCOCC3)C2)c1 (centres undefined),-1.4,.,24,1,-23,9,-3,0,-4,-1.4
COc1ccc(N2CC(C(=O)N3CCN(c4ccccc4OC)CC3)CC2=O)cc1 (centres undefined),1.0,99,-3,0,2,-8,-2,-3,-6,2.1
CCN(C(=O)c1ccc(=O)n(C)n1)c1c(N)n(Cc2ccccc2)c(=O)[nH]c1=O,-2.6,92,-6,-2,-7,13,2,-3,0,0.0
Cc1ccc(C(=O)N/C(=C\c2cn(C)c3ccccc23)C(=O)N2CCOCC2)cc1,0.3,99,23,-1,-3,-2,3,0,1,-0.4

# Reformatted with two lines to a compound: part of the list above.
# Results follow in this order: OPRM1-OPRD1 ag | DSG3 Ab inh | Arrestin-AP2 inh | RTF Ca sens act | Cardiac RTF inh | OPRM1-OPRD1 inv | V-ATPase pHluor | Wnt act | Keap1 Nrf2 FP | C-LANA FP
> C/C(=N\NC(=O)Cc1ccccc1[N+](=O)[O-])c1cccnc1
→ 1.0 | 104 | 1 | -4 | -3 | -7 | 3 | -7 | -4 | -1.3
> CC(=O)c1cccc(S(=O)(=O)NC2CCSc3ccccc32)c1 (centres undefined)
→ 3.8 | 112 | 4 | 1 | -6 | -32 | 0 | 0 | -8 | -1.3
> O=C(COC(=O)CCC(=O)c1ccc(F)cc1)NCc1ccccc1Cl
→ -2.5 | 131 | 6 | -1 | 5 | 13 | -1 | 0 | -2 | 4.4
> CC(=O)c1cc(F)c(N2CCN(CCC#N)CC2)cc1C
→ -2.4 | 103 | 1 | -3 | 1 | 14 | -1 | . | -1 | -0.8
> CCOc1cc(/C=N/NC(=O)c2ccccc2OCc2ccc(F)cc2)ccc1O
→ -3.2 | . | 0 | 1 | -7 | 12 | 10 | 0 | -8 | 0.0
